Screening data from PubChem BioAssay.
FN deposition inh: inhibitors of fibronectin matrix deposition, primary screen, AH1F cells, Alexa488-fibronectin fluorescence, plate reader. inhibition, % at 12.6 µM. AH1F fibroblasts, overnight. 350,000 tested, 0.086% active;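 active = mean inhibition across replicates of 30% or more, regardless of how many single replicates reach that level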;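 also: positive control wells lacked labelled fibronectin entirely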
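Measured by – fluorescence 485/525 nm · System – AH1F fibroblast monolayer, labelled fibronectin deposition · Amount – 10000 cells per well · Buffer or medium – serum-reduced DMEM (2% serum) · Doses – single dose, pinned · Also added – fluorescent fibronectin at 24 nM final · Schedule – 1 h cell attachment, overnight exposure to compound and label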
miR122 inh: miR-122 Renilla sensor signal increase in Huh7, primary screen, miR-122 inhibitor project, cell-based, single point, plate reader | Huh7 miR-122 Renilla luciferase sensor, 48 h; neutral wells = 0, positive control = 100 | activation (reporter increase), % at 12.5 µM | 340,000 tested, 0.3% active;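 active = mean replicate activation score at least 90 and every replicate individually at or above 90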;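 also: higher luciferase means less miR-122 activity so hits act as miR-122 inhibitors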
PglD DTNB: C. jejuni PglD acetyltransferase inhibitors, primary screen, biochemical, DTNB colorimetric, single point. inhibition, % at 12.5 µM. purified PglD enzyme, DTNB colorimetric CoA detection. 360,000 tested, 0.098% active; in the data active = inhibition above about 16%, passing the limit was not always enough; also: strong numbers were not always called active
Cneo AK release: Cryptococcus neoformans cell lysis inducers, primary screen, AK release luminescence, single concentration; C. neoformans lysis, adenylate kinase release luminescence, 4 h; normalised: neutral wells 0, clomiphene wells 100; lysis activity, % at 15 µM; 360,000 tested, 0.2% active;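 active = mean lysis activity across replicates of at least 80%, whatever share of replicates individually reach that level; inactive = mean lysis activity below 80%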
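Assay system: log-phase C. neoformans yeast / Quantity: yeast cell density of 5 × 10^6 cells/mL / Medium: fresh YPD growth medium / Compound: single dose / Timing: static 4 h at 37 °C with compound, 1 h detection / Measured by: adenylate kinase release luminescence / Read-out: lysis from increased AK signal / Benchmarks: Clomiphene as positive lysis control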
PGC1a acetyl inh: inhibitors of PGC1a acetylation signal, primary screen, cell-based, U2OS, AlphaScreen, inhibitor mode. AlphaScreen anti-acetyl-lysine; with virally co-expressed GCN5 acetyltransferase. inhibition, % at 15.6 µM. 350,000 tested, 0.17% active;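 active = every replicate shows inhibition of at least 40%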;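 also: 0% = neutral control wells and 100% = positive control wells; some results beyond the cut were filed as inactive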
F508del corr: F508del CFTR correction, initial screen, CFBE line, single point | AID 720511, 2013 | 350,000 tested, 0.36% active | CFBE cells, YFP halide quenching; stimulated with forskolin plus potentiator P3; % fluorescence drop versus neutral controls | activity (quench increase), % at 7.58 µM;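 active = mean added fluorescence quench of at least 8% versus neutral control, with both replicates also reaching 8%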;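 also: cells transiently co-express mutant CFTR-F508del with the halide-sensitive YFP; corrector assay measuring rescue of mutant channel to the surface after 24 h compound exposure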
Statin myotox sup: suppressors of statin myotoxicity in C2C12 myotubes, primary screen, cell-based, single point, plate reader. 330,000 tested, 0.78% active. C2C12 myotubes + simvastatin, ATP luminescence, 48 h; scaled: DMSO 0, geranylgeraniol control 100. AID 602340, 2012. rescue of ATP level, % at 7.49 µM;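 active = mean ATP rescue above about 67%, or every replicate alone reaching that limit, limit read from the data, passing the limit was not always enough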;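 also: myotubes were challenged with 10 µM simvastatin during compound exposure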
GSIS activator: GLuc luminescence reporter in INS-1E cells, primary screen for activators of glucose-dependent secretion of insulin. INS-1E GLuc reporter insulin secretion, 2-3 h. activation, % at 16.6 µM. 370,000 tested, 0.61% active. AID 743287, 2014;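 active = lowest replicate activation of at least 40%, so every replicate reaches that level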;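 also: 0% = median of neutral control wells and 100% = median of IBMX positive control wells; some compounds called inactive have numbers as strong as hits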
Starred values were filed as active, the others as inactive; . = not tested or not shown; [ ] = dose if it differs, or a comment.

SMILES | FN deposition inh | miR122 inh | PglD DTNB | Cneo AK release | PGC1a acetyl inh | F508del corr | Statin myotox sup | GSIS activator
C[C@@H]1CN([C@@H](C)CO)S(=O)(=O)c2ccc(C#CC3CC3)cc2O[C@@H]1CN(C)Cc1ccc(F)cc1 | -6 | 1[16.7 µM] | -33 | 21 | -14 | 2.4 | -12 | -30
O=C(COC(=O)c1ccc(CO)cc1)NCc1cccs1 | -7 | 5 | -11 | -5 | 0 | . | -1 | 2
Nc1ccc2nc(N)sc2c1 | -6 | -6 | -1 | -1 | -9 | -2.3 | 0 | -2
COc1cccc(CN(C(=O)c2cc3ccccc3oc2=O)C2CCS(=O)(=O)C2)c1 (stereo not given) | -2 | . | 9 | 12 | 10 | -0.1 | -4 | -5
Cc1ccc(-n2nnnc2/C=C\Nc2cc(C)on2)cc1 | 2 | -1 | 11 | -2 | 5 | . | . | -6
Nc1ccc(Br)c[n+]1Cc1cccc2cccnc12 | -2 | 29 | 0 | 1 | -3 | 1.5 | 3 | 5
Cn1nnnc1SCC(=O)Nc1ccc(S(=O)(=O)N2CCOCC2)cc1 | -3 | . | . | . | 7 | 0.6 | . | 19
COc1ccc(-c2nc(CS(=O)CC(=O)N3CCc4ccccc4C3)c(C)o2)cc1 (stereo not given) | -1 | . | -5 | 1 | . | -0.9 | 5 | -10
Cc1noc(NS(=O)(=O)c2ccc(NC(=O)c3ccoc3C)cc2)c1C | -1 | 23 | -1 | 0 | 13 | . | 0 | 13
CCc1c(C(=O)NC2CCCCC2)[nH]c(C)c1C(C)=O | 5 | 212* | 6 | 2 | 93* | . | 0 | .
Cn1c(O)c(N=NC(=O)CNC(=O)/C=C/c2ccccc2)c2ccccc21 | 2 | -1 | 2 | -2 | -8 | 1.6 | 0 | -2
CO[C@@H]1CN(C)C(=O)c2cc(NC(=O)c3ccc(Oc4ccccc4)cc3)ccc2OC[C@@H](C)NC[C@H]1C | 5 | . | 0 | -2 | -26 | -4.8 | -12 | 8
CCOC(=O)N1CCN(Cc2nc3cc(NC(=O)C(C)C)ccc3n2C)CC1 | 1 | . | 4 | 9 | -2 | 2.6 | -14 | 15
CCc1cc(=O)oc2cc(OCC(=O)NCCCN3CCOCC3)c(Cl)cc12 | -6 | 1 | -1 | 2 | 1 | -2.5 | 3 | 9
COC(=O)c1c(NC(=O)CSc2nnnn2C)sc(C)c1C | . | . | 0 | 1 | -6 | . | -23 | -1
COc1ccc2cc(C(=O)N3CCN(c4ccccc4OC)CC3)[nH]c2c1 | 4 | 0 | -4 | 1 | -2 | -1.0 | 11 | -16
CCC(=O)N[C@H]1C=C[C@H](CC(=O)NCc2ccc(OC)cc2)O[C@H]1CO | 2 | -1[16.7 µM] | 0 | 1 | -1 | -0.3 | -13 | 4
CS(=O)(=O)c1nc2c(cc1C#N)CCCC2 | 19 | -19 | . | . | -2 | -1.9 | 9 | 7
CC(C)(O)C(=O)NN(Cc1ccccc1)c1ccccc1 | 4 | -17 | . | . | 1 | . | 6 | 26
CCOc1ccc(-c2nc(S(=O)(=O)c3ccccc3)c(NC)o2)cc1 | 1 | 0 | -4 | 18 | -5 | 2.5 | . | 30
O=C(CN1CCN(Cc2ccccc2)CC1)Nc1nnc(C(F)(F)F)s1 | 0 | 3 | 10 | 0 | 8 | 2.3 | 9 | -2
CCOc1ccc(S(=O)(=O)N(CC)CC(=O)N2CCOCC2)cc1C | -6 | -1 | -6 | 4 | . | 0.9 | -6 | 8
CO[C@@H]1CN(C)C(=O)c2ccc(NC(=O)C3CC3)cc2OC[C@@H](C)N(Cc2ccccc2)C[C@H]1C | -8 | 16[16.7 µM] | 0 | 3 | 4 | -0.5 | 19 | -28
C[C@H]1CN([C@@H](C)CO)S(=O)(=O)c2ccc(C3=CCCC3)cc2O[C@@H]1CN(C)Cc1cccnc1 | 7 | 32[16.7 µM] | -2 | 0 | -14 | 2.2 | -104 | 8
O=C(Nc1nc(-c2ccc3c(c2)OCO3)cs1)C1CC1 | -4 | 1 | -1 | -3 | -25 | 2.0 | . | 0

Printed as active in miR122 inh, among the entries above:
Structure	miR122 inh	PglD DTNB	PGC1a acetyl inh	F508del corr	GSIS activator
CCc1c(C(=O)NC2CCCCC2)[nH]c(C)c1C(C)=O	212*	6	93*	.	.

Back to the main list, repeating the 2 entries before the break.
SMILES | FN deposition inh | miR122 inh | PglD DTNB | Cneo AK release | PGC1a acetyl inh | F508del corr | Statin myotox sup | GSIS activator
C[C@H]1CN([C@@H](C)CO)S(=O)(=O)c2ccc(C3=CCCC3)cc2O[C@@H]1CN(C)Cc1cccnc1 | 7 | 32[16.7 µM] | -2 | 0 | -14 | 2.2 | -104 | 8
O=C(Nc1nc(-c2ccc3c(c2)OCO3)cs1)C1CC1 | -4 | 1 | -1 | -3 | -25 | 2.0 | . | 0
CCn1c(SCC(=O)OC)nc2cc(S(=O)(=O)N3CCOCC3)ccc21 | 2 | 27 | -3 | -1 | 12 | -0.1 | -2 | 31
C[C@H]1CN([C@@H](C)CO)S(=O)(=O)c2ccc(C3=CCCC3)cc2O[C@@H]1CN(C)Cc1ccccc1 | . | 14[16.7 µM] | -1 | 26 | -4 | 4.7 | -24 | -1
Cc1noc(C)c1S(=O)(=O)Nc1ccc2c(c1)C(=O)N([C@@H](C)CO)C[C@@H](C)[C@H](CN(C)C(=O)Nc1cccc3ccccc13)O2 | . | -7[16.7 µM] | -2 | -5 | 3 | -1.4 | 30 | 5
C[C@@H]1CN([C@@H](C)CO)S(=O)(=O)c2ccc(-c3cncnc3)cc2O[C@@H]1CN(C)C(=O)NC1CCCC1 | 7 | 4[16.7 µM] | -1 | 0 | 3 | -1.2 | 8 | -8
C[C@@H]1CCCCO[C@H](CN(C)C(=O)CCC(F)(F)F)[C@@H](C)CN([C@@H](C)CO)C(=O)c2cc(N(C)C)ccc2O1 | . | 1[16.7 µM] | 5 | 1 | 4 | 0.3 | -2 | -6
COc1ccccc1C#Cc1ccc([C@H]2[C@H](CO)N3CCCCN(S(C)(=O)=O)C[C@@H]23)cc1 | . | 0[16.7 µM] | -5 | 0 | -6 | -2.6 | 21 | -23
COCC(=O)Nc1ccc2c(c1)C(=O)N(C)C[C@@H](OC)[C@H](C)CN(CCC(F)(F)F)[C@H](C)CO2 | -12 | -10[16.7 µM] | -2 | 0 | 7 | -1.0 | -2 | -3
O=C(Nc1ccc(N2CCOCC2)cc1)c1ccc([N+](=O)[O-])o1 | 13 | . | 5 | 1 | . | -5.3 | 23 | -5
NC(=O)CN1C(=O)C2C3c4ccccc4C(c4ccccc43)C2C1=O (stereo not given) | . | -2 | 7 | 0 | 9 | . | 3 | 4
COc1cc(OC)cc(C(=O)Nc2ccc(NC(=O)c3ccco3)c(C)c2)c1 | -5 | -1 | 1 | -5 | -18 | -2.2 | -209 | 11
C[C@@H]1CN([C@H](C)CO)C(=O)c2cccc(NS(=O)(=O)c3ccc(Cl)cc3)c2O[C@@H]1CN(C)S(=O)(=O)c1cccs1 | . | -2[16.7 µM] | 3 | -2 | -7 | -0.4 | . | -13
CC(C)NC(=O)NCC[C@H]1CC[C@H](NC(=O)CN(C)C)[C@H](CO)O1 | 6 | 14[16.7 µM] | 0 | 102* | 11 | -1.9 | -2 | -1
C[C@H]1CN([C@@H](C)CO)C(=O)Cc2cc(NC(=O)Nc3cccc4ccccc34)ccc2O[C@H]1CN(C)C | . | -2[16.7 µM] | 1 | -1 | 4 | 1.4 | 0 | 10
CC(=O)c1ccc(NC(=S)N(CCCN(C)C)Cc2ccccc2)cc1 | 8 | 6 | 5 | 0 | 3 | -3.5 | 7 | -8
CCCS(=O)(=O)c1nc(S(=O)(=O)c2ccc(C)cc2)c(N2CCOCC2)s1 | -1 | . | -1 | 10 | -5 | -1.6 | . | 12
CC1CC(C)CN(CCCNC(=O)c2ccc(CS(=O)(=O)Cc3cccc(Cl)c3)o2)C1 (stereo not given) | 3 | -3 | 2 | 1 | -6 | -1.2 | -23 | -2
CCCC(=O)OC1CCS(=O)(=O)c2sccc21 (stereo not given) | . | -5 | 6 | -3 | 3 | -0.2 | 4 | -16
CCCNC(=O)N(C)C[C@H]1Oc2cc(-c3ccccc3F)ccc2S(=O)(=O)N([C@H](C)CO)C[C@H]1C | 1 | . | 0 | . | 6 | -0.7 | 3 | 12
C[C@H]1CN([C@@H](C)CO)C(=O)Cc2cc(NS(C)(=O)=O)ccc2O[C@H]1CN(C)Cc1ccc(C(=O)Nc2ccccc2N)cc1 | . | 13[16.7 µM] | 3 | -1 | -11 | 0.8 | -9 | 23
Cn1c(=O)c(Cc2ccccc2)c(O)c2ccccc21 | . | 1 | 1 | 4 | 5 | -1.4 | 1 | .
CN(C)C1(CN=Cc2cc(Cl)cc([N+](=O)[O-])c2O)CCCCC1 | 0 | 11 | 6 | 4 | -3 | 0.5 | 8 | -52
C[C@H](CO)N1C[C@H](C)[C@H](CN(C)C(=O)C2CCC2)Oc2cc(-c3cncnc3)ccc2S1(=O)=O | . | -6[16.7 µM] | 1 | 2 | -4 | 1.5 | 3 | 25
C[C@@H]1CN([C@H](C)CO)C(=O)c2cc(C#CC3(O)CCCC3)cnc2O[C@@H]1CN(C)C(=O)Cc1ccccc1 | . | -4[16.7 µM] | -1 | 0 | 5 | -1.0 | 32 | 9
COCCCNC(=O)c1c(N)n(/N=C/c2ccccn2)c2nc3ccccc3nc12 | . | -9 | -7 | -2 | -4 | . | . | 4
CC(C)CC#Cc1cnc2c(c1)C(=O)N([C@@H](C)CO)C[C@H](C)[C@@H](CN(C)Cc1ccccc1C(=O)O)O2 | 3 | . | 1 | 31 | -3 | -2.1 | 11 | 15

One compound at a time, as listed above.
Shown for CCOC(=O)N1CCN(Cc2nc3cc(NC(=O)C(C)C)ccc3n2C)CC1 = FN deposition inh = 1; miR122 inh = .; PglD DTNB = 4; Cneo AK release = 9; PGC1a acetyl inh = -2; F508del corr = 2.6; Statin myotox sup = -14; GSIS activator = 15
Shown for COC(=O)c1c(NC(=O)CSc2nnnn2C)sc(C)c1C = FN deposition inh = .; miR122 inh = .; PglD DTNB = 0; Cneo AK release = 1; PGC1a acetyl inh = -6; F508del corr = .; Statin myotox sup = -23; GSIS activator = -1
Shown for COc1ccc(-c2nc(CS(=O)CC(=O)N3CCc4ccccc4C3)c(C)o2)cc1 (stereo not given) = FN deposition inh = -1; miR122 inh = .; PglD DTNB = -5; Cneo AK release = 1; PGC1a acetyl inh = .; F508del corr = -0.9; Statin myotox sup = 5; GSIS activator = -10
